CHRM4 antagonist = CHRM4 antagonism in calcium assay; P08173; CHO-hM4 cells, ACh EC80, Fluo-8 calcium fluorescence; inhibition, % at 3 µM; hit rate 0.73% among 360,000;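 active = inhibition above its plate's cutoff, the mean inhibition of sample wells plus 3 SD, cut at about 27% in these data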;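 also: 0% = acetylcholine EC80 with DMSO and 100% = DMSO without agonist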
Target sequence (P08173 whole entry, looked up): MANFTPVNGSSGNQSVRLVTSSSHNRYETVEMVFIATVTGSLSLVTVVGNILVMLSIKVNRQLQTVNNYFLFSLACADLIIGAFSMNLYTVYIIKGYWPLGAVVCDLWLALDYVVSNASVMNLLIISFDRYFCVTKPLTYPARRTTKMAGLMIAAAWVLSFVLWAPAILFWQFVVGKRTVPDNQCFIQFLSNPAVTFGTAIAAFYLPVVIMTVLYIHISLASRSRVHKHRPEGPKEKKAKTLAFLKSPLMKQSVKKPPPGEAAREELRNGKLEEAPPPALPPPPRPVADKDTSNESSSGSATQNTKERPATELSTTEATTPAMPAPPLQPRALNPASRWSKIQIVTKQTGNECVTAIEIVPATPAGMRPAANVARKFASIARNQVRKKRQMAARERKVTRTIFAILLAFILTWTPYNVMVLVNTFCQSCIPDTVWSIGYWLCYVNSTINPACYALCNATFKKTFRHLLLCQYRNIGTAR
CHRM5 PAM = CHRM5 positive allosteric modulation. P08912. CHO-K1 hM5, Fluo-8 calcium, ACh EC20 PAM; 0% = ACh EC20, 100% = ACh EC100. activation, % at 3 µM. hit rate 0.3% among 360,000. AID 624038;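 active = activation above the run cutoff, the mean activation of all test compounds plus 3 SD, cut at about 18% in these data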
Target sequence (P08912 whole entry, looked up): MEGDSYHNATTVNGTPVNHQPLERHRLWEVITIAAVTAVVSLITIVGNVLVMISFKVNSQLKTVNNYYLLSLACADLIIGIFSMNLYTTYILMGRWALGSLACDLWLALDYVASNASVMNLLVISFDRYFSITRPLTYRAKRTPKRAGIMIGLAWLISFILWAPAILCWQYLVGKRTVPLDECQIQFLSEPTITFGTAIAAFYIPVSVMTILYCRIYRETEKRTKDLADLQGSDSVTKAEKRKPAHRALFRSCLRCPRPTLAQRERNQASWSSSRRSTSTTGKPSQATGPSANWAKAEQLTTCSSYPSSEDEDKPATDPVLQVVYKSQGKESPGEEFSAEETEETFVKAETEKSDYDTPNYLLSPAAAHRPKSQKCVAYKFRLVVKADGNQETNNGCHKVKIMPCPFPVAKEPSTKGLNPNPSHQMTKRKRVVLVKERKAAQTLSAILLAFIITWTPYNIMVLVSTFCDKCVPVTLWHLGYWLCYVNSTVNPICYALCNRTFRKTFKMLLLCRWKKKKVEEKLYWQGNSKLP
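System: CHO-K1 cell line with stable human muscarinic M5 receptor expression | Also added: EC20 acetylcholine as agonist stimulus | Compound: One concentration, 3 µM final (nominal) | Timing: Fluo-8 loading 80 min at 37 °C plus 30 min room temperature | Measured by: Fluo-8 calcium dye fluorescence, kinetic read | Read-out basis: % activation, ACh-normalized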
CHO-K1 Ca PAM = nonselective activator or artifact in parental CHO-K1 calcium assay. ATP EC20, Fluo-8 calcium fluorescence; 0% at ATP EC20, 100% at ATP max. activation, % at 3 µM. hit rate 0.02% among 360,000;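 active = activation above the run cutoff, the mean activation of all test compounds plus 3 SD, cut at about 40% in these data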;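 also: peak over basal fluorescence ratio in a 140 s read after ATP addition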
CHO-K1 Ca antag = M1 antagonist counterscreen hit in parental CHO-K1 cells; inhibition, % at 3 µM; ATP-induced calcium, Fluo-8 fluorescence; hit rate 0.6% among 360,000;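 active = inhibition above a per-plate cutoff, the plate's mean sample inhibition plus 3 SD, cut at about 24% in these data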;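 also: 0% = DMSO plus EC80 ATP and 100% = DMSO alone without ATP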
M5 antag = CHRM5 antagonism in calcium assay. P08912. CHO-hM5 cells, Fluo-8 calcium fluorescence, ACh EC80. inhibition, % at 3 µM. hit rate 0.59% among 360,000. AID 624040;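 active = inhibition above a per-plate cutoff, the mean of that plate's test compounds plus 3 SD, cut at about 27% in these data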;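 also: 0% = acetylcholine EC80 with DMSO and 100% = DMSO without agonist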
CHRM5 agonist = agonists of human muscarinic M5 receptor (CHRM5); P08912; CHO-K1 hM5 cells, Fluo-8 calcium fluorescence; 0% DMSO wells, 100% maximal acetylcholine response; activation, % at 3 µM; hit rate 0.19% among 360,000; AID 624037;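 active = activation above the run's mean over test compounds plus 3 SD, cut at about 23% in these data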;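 also: signal is peak over basal fluorescence ratio across the kinetic read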
CHRM4 PAM = positive allosteric modulators of human muscarinic M4 receptor. CHO-K1 hM4/Gqi5, Fluo-8 calcium fluorescence, ACh EC20; 0% = ACh EC20, 100% = maximal ACh. P08173. activation, % at 3 µM. AID 624126. hit rate 0.4% among 360,000;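 active = activation above its plate's cutoff, the mean activation of sample wells plus 3 SD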; also: some results filed as inactive read as strong as hits
M4 ag = agonists of human muscarinic M4 receptor (CHRM4); P08173; CHO-K1 hM4/Gqi5, Fluo-8 calcium fluorescence; vehicle 0%, full acetylcholine response 100%; activation, % at 3 µM; hit rate 0.14% among 360,000; AID 624127;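 active = activation above the run mean over all test wells plus 3 SD, cut at about 32% in these data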;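 also: peak over basal fluorescence ratio per well then scaled between controls; 0% = DMSO wells and 100% = acetylcholine at EC100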
M1 ag parental = M1 agonist counterscreen hit in parental CHO-K1 cells; hit rate 0.48% among 360,000; activation, % at 3 µM; AID 602248; Fluo-8 calcium fluorescence; scaled to maximal ATP response, vehicle zero; in the data active = activation above about 15%;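 also: untransfected CHO-K1 host cells lacking M1 receptor as counterscreen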
* marks the source's active call; other numbers are inactive results; / = not tested or not shown. Hits appear at their usual frequency; any-hit rate near 2.7%.

Screens in order – CHRM4 antagonist | CHRM5 PAM | CHO-K1 Ca PAM | CHO-K1 Ca antag | M5 antag | CHRM5 agonist | CHRM4 PAM | M4 ag | M1 ag parental
COc1ccccc1CN1C[C@@H]2C[C@@H](c3cccc(O)c3)N3CCC[C@@]23C1=O
  2 | 4 | 24 | -13 | 7 | -8 | -5 | 1 | 0.5
C#CCNC(=O)C[C@@H]1C[C@@]2(C(=O)OC)CC(C)(C)CC=C2N(Cc2ccco2)C1=O
  1 | 6 | / | / | -1 | 2 | 7 | 2 | /
Cc1cccc2sc(N(CCCN(C)C)C(=O)c3ccc(S(=O)(=O)N4CCc5ccccc5C4)cc3)nc12
  5 | 2 | 17 | -5 | 3 | -5 | -4 | 10 | 9.7
O=C(N/N=C\c1ccc2c(c1)OCO2)c1cncc(Br)c1
  10 | 3 | 10 | -20 | 5 | 1 | -4 | 1 | 0.8
CC(=O)Nc1ccc(S(=O)(=O)NCc2cn3ccsc3n2)cc1
  8 | 0 | 25 | -5 | 1 | 0 | 1 | 0 | 0.2
CC(O)CNCCCOc1cccc(C(F)(F)F)c1 (centres undefined)
  -5 | 4 | -5 | -7 | -5 | -6 | -4 | 1 | 1.4
O=C1CCN(Cc2ccccc2)C(=S)N1
  9 | 2 | -15 | 0 | 7 | 0 | -2 | 0 | 0.4
COCCN(C(=O)c1cccc(OC)c1)c1nnc(-c2ccncc2)s1
  -1 | 5 | 8 | -4 | 2 | 4 | 12 | 0 | 1.1
CCN1CCN(C(=S)c2ccc(Cl)cc2)CC1
  -5 | -6 | 14 | -7 | -8 | -8 | -1 | 1 | 0.4
Cc1ccc(CCC(=O)Nc2ncc(Cc3cc(Cl)ccc3Cl)s2)o1
  -13 | -6 | -4 | -3 | 5 | -1 | 10 | 4 | 0.1
COc1ccc(-c2c(C)oc3c(CN4CCCCC4C)c(O)ccc3c2=O)cc1OC (centres undefined)
  -11 | -3 | 16 | 3 | 0 | -2 | -4 | 0 | -0.1
CN(C)S(=O)(=O)N1CCC(Oc2cccc(C(=O)N3CCCCCCC3)c2)CC1
  -5 | -4 | 8 | -6 | -3 | -2 | -4 | 7 | 5.5
Cc1ccc(S(=O)(=O)N(C)C)cc1NC(=O)c1cc(S(=O)(=O)N2CCCCC2)ccc1N1CCOCC1
  6 | 6 | -4 | -13 | -2 | -2 | -2 | 1 | -0.5
COc1ccc(S(=O)(=O)N2CCN(C(C)C(=O)Nc3ccc(C(C)C)cc3)CC2)cc1 (centres undefined)
  -5 | -9 | 19 | -19 | 15 | -4 | 1 | 2 | 0.9
COCC1CCN(C(=O)c2ccc3oc(CCc4ccccc4)nc3c2)C1 (centres undefined)
  -9 | -1 | 7 | -3 | 2 | 1 | -1 | 2 | 0.8
Cc1ccccc1-c1ncc(CN2CCN(C3CCCCC3)C(CCO)C2)cn1 (centres undefined)
  -16 | 3 | 9 | -14 | 1 | -4 | -2 | 2 | 1.1
O=CN1CCN(C(C(=O)NC2CCCC2)c2cc3c(cc2[N+](=O)[O-])OCO3)CC1 (centres undefined)
  5 | 12 | 15 | -3 | -6 | 4 | -3 | 0 | 1.2
N#Cc1ccc(Oc2cccnc2)cc1C#N
  -6 | 2 | 2 | -9 | -2 | 0 | 0 | 1 | 5.3
C=CCC[C@H](Cc1ccc(F)cc1)C(=O)OC[C@H](Cc1c[nH]c2ccccc12)NC(=O)[C@@H](CC=C)CC(=O)N[C@H](CO)Cc1ccccc1
  6 | -3 | 1 | -7 | 15 | 1 | -6 | 3 | 0.3
CC(C)(C)C(=O)NNC(=O)C1CC1(c1ccccc1)c1ccccc1 (centres undefined)
  0 | -3 | 4 | -16 | 5 | -5 | 2 | 1 | 0.7
O=[N+]([O-])C1=CC=C2C(=NC3(CCCCC3)N2O)C1=NC1CCCCC1
  -1 | -2 | 4 | -13 | 2 | 0 | 2 | 1 | 0.3
CC1(C(=O)Nc2ccc3c(c2)OCO3)CCN1C(=O)CCc1ccc(Cl)cc1Cl (centres undefined)
  -4 | -2 | 27 | -13 | 1 | -1 | -3 | 3 | 1.0
COc1cc(OC)c(NC(=O)c2cc3ccccc3cc2O)cc1Cl
  -9 | 7 | -23 | 13 | 12 | 3 | -3 | 8 | 0.4
CCOC(=O)c1ccc(N=Cc2cnc(N)nc2N)cc1
  -7 | 12 | 16 | -18 | 3 | -6 | -1 | 0 | 1.4
CCCCn1c(N)c(N(CC(C)C)C(=O)c2oc3ccc(OCC)cc3c2C)c(=O)[nH]c1=O
  -11 | -1 | 17 | -2 | 1 | -1 | 7 | 2 | 0.0
CC1CCCCC1NC(=O)c1cn(C)c2ccc(S(=O)(=O)N3CCOCC3)cc2c1=O (centres undefined)
  -9 | -1 | 20 | -10 | -8 | -1 | 0 | 3 | 2.2
O=[N+]([O-])c1ccc2c(c1)CNc1ccccc1O2
  3 | 6 | 14 | 3 | -2 | -2 | 4 | 1 | -0.7
Cc1c(C(=O)N2CCC(C(N)=O)CC2)sc(N)c1C#N
  16 | 9 | 5 | -5 | 4 | -2 | 19 | 0 | -0.1
O=C(CSc1oc(-c2cccs2)nc1S(=O)(=O)c1ccccc1)NC1CCCCC1
  -1 | 6 | -5 | -2 | -5 | 1 | 6 | 0 | -0.3
COc1cc(/C=C2\N=C(c3ccccc3)OC2=O)ccc1OC(C)=O
  4 | 2 | -13 | 4 | 11 | 1 | -3 | 2 | 0.8

Single records (already shown). Screens in order: CHRM4 antagonist, CHRM5 PAM, CHO-K1 Ca PAM, CHO-K1 Ca antag, M5 antag, CHRM5 agonist, CHRM4 PAM, M4 ag, M1 ag parental
Cc1ccc(S(=O)(=O)N(C)C)cc1NC(=O)c1cc(S(=O)(=O)N2CCCCC2)ccc1N1CCOCC1 across the screens: 6, 6, -4, -13, -2, -2, -2, 1, -0.5
O=[N+]([O-])c1ccc2c(c1)CNc1ccccc1O2 across the screens: 3, 6, 14, 3, -2, -2, 4, 1, -0.7

More records:
Screens in order – CHRM4 antagonist | CHRM5 PAM | CHO-K1 Ca PAM | CHO-K1 Ca antag | M5 antag | CHRM5 agonist | CHRM4 PAM | M4 ag | M1 ag parental
Cc1ccc(S(=O)(=O)N2CCN(C(=O)N(C)C)CC2)cc1C
  -17 | 2 | 14 | 2 | -1 | -2 | 11 | 2 | 0.2
Cc1ccc(CN2CCN(CC(=O)N/N=C/c3ccccc3F)CC2)cc1
  7 | -8 | 11 | -15 | 15 | -2 | -39 | 11 | 3.6
CC1([N+](=O)[O-])COC2(CCCCC2)OC1
  -16 | -4 | 22 | -10 | 9 | -1 | 14 | 1 | 0.7
Brc1ccc(-c2nnc(-c3ccc4c(c3)OCO4)o2)o1
  -9 | 6 | 3 | -7 | -6 | 1 | 7 | 0 | -0.4
Cn1c(SCC(=O)Nc2sccc2C#N)nnc1C1CC1
  -2 | -5 | 16 | -13 | 12 | -1 | -2 | 1 | 0.3
COCCN(C(=O)CNC(=O)c1cccs1)C(C(=O)NC(C)(C)C)c1ccccc1 (centres undefined)
  -3 | 2 | 7 | -5 | 1 | -1 | 2 | 0 | 0.2
COCc1cc(CN2CCN(CCCc3ccccc3)C(CCO)C2)ccc1OC (centres undefined)
  -2 | -3 | -8 | 7 | 8 | -12 | -8 | 2 | 0.9
COc1ccc(CN(C)C(=O)c2ccccc2Sc2ccccc2C#N)c(OC)c1
  1 | 11 | 22 | -1 | -4 | 1 | -8 | 5 | 4.1
O=C(Nc1ccc(F)cc1)c1cccc(C(=O)Nc2ccc(F)cc2)c1
  -2 | -10 | -14 | 4 | 9 | 6 | -6 | 10 | 10
COc1cc(Oc2nc(C(F)(F)F)nc3ccccc23)ccc1C=O
  -8 | 1 | 1 | -6 | -3 | -2 | 1 | 0 | 0.5
Cc1cccc(N2C(=O)SC(SC(=Nc3ccccc3)Nc3ccccc3)C2=O)c1 (centres undefined)
  -4 | 1 | -2 | 7 | 0 | -1 | 9 | 2 | 0.4
CCOC(=O)C1CCC/C1=N\NC(=O)CN(c1cc(OC)ccc1OC)S(=O)(=O)c1ccccc1 (centres undefined)
  5 | -1 | 13 | -14 | 8 | -4 | -4 | 0 | -0.2
CC(C)(C)N1C(=O)c2ccc(C(=O)Nc3cc(C(=O)O)cc(C(=O)O)c3)cc2C1=O
  -7 | -2 | 17 | 1 | 13 | 1 | 1 | 0 | 1.3
O=C(COc1ccc(CO)cc1Cl)Nc1ccc(F)cc1
  0 | -9 | -17 | -6 | 1 | -1 | -2 | 5 | 3.4
CCNC(=O)COC(=O)c1cc(C)nc2ccccc12
  4 | -1 | 3 | 2 | 8 | 3 | 2 | 0 | 0.8
O=C(CCn1c(=O)oc2ccccc21)Nc1cccc(Br)c1
  -4 | -6 | 13 | 4 | 7 | -3 | -1 | 9 | 2.0
O=C(O)CCN1C(=O)C2C3c4ccccc4C(c4ccccc43)[C@@H]2C1=O (some centres undefined)
  4 | -8 | 3 | 2 | 12 | -1 | 1 | 1 | 0.0
CCc1ccc(C(=O)NCC2(c3ccccc3)CCOCC2)o1
  -6 | 6 | 20 | -23 | -6 | 4 | 11 | 1 | 1.1
Cc1ccnc(SCC(=O)Nc2sc3c(c2C#N)CCC(C(C)(C)C)C3)n1 (centres undefined)
  -2 | 0 | 18 | -6 | -5 | 2 | 3 | 0 | 0.0
CC1(C)C(CO)=CC(=O)C2=C1SCC(=O)N2
  -4 | 11 | 8 | -17 | 4 | 2 | 3 | 2 | 1.1
O=C(Cc1cnc2ncnn2c1)N1CCc2c([nH]c3ccccc23)C1c1ccccn1 (centres undefined)
  -8 | -11 | 10 | -6 | -5 | -6 | 4 | 2 | 0.4
Cc1cc(OCc2nnc(SCC(=O)O)n2-c2ccccc2)ccc1Cl
  -9 | 2 | 8 | -3 | -3 | 0 | 1 | 1 | 0.2
O=S(=O)(NCc1ccccn1)c1cc(Cl)ccc1Cl
  -3 | 0 | 12 | 1 | 11 | 0 | -2 | 1 | 1.8
C/C(=N\NC(=O)c1ccccc1NC(=O)c1ccc(Cl)cc1)c1ccncc1
  -7 | -13 | 11 | 4 | 14 | 2 | -2 | 9 | 4.7
COc1coc(C(O)C[N+](=O)[O-])cc1=O (centres undefined)
  -8 | 4 | 28 | -3 | -5 | 2 | 2 | -1 | 0.4
COc1ccc(CNC(=S)NCc2ccc(OC(C)C)cc2)cc1
  -4 | -6 | -4 | 5 | 20 | 0 | -2 | 0 | -0.1
Cc1cn(CC(=O)NCC2CCCO2)c(=O)[nH]c1=O (centres undefined)
  -4 | 3 | -6 | 13 | -13 | 0 | 4 | 2 | 0.1
CCOC(=O)C1(Cc2cccc(F)c2)CCN(Cc2cnn(CC)c2)CC1
  -10 | -4 | -12 | 12 | 7 | -6 | 8 | 4 | 0.2
CC(C)CN(C(=O)CSc1nncn1-c1ccccc1)c1c(N)n(CC(C)C)c(=O)[nH]c1=O
  -7 | 8 | -11 | -14 | 0 | 1 | -2 | 2 | 0.1
CCCOC1CCCN(C(=O)c2ccc(OC3CCN(C(=O)CCOC)CC3)cc2)C1 (centres undefined)
  4 | 5 | 25 | -2 | -11 | 1 | 3 | 1 | 3.2
